GPR151 activ = activators of human GPR151, primary screen, cell-based, PathHunter beta-arrestin, luminescence; PathHunter beta-arrestin GPR151 cells; activation, % at 11.2 µM; 1% of 650,000 active; G-protein coupled receptor 151 (Homo sapiens), Q8TDV0; in the data active = activation above about 4.9%;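 also: 0% = median of compound wells and 100% = cells with positive control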
Target sequence (Q8TDV0 whole entry, looked up): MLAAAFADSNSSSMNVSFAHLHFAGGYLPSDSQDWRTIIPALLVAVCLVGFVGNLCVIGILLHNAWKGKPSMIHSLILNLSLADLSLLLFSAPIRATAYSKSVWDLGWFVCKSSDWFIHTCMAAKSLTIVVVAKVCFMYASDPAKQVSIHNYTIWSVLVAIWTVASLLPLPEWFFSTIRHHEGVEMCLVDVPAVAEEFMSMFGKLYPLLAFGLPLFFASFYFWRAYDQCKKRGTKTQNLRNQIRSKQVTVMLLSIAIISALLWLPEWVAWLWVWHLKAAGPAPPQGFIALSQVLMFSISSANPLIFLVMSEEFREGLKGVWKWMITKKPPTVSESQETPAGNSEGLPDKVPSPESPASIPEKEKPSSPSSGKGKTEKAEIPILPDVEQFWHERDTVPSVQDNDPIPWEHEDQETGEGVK
MITF primary = MITF inhibitors, primary screen, biochemical, AlphaScreen, human; Microphthalmia-associated transcription factor (Homo sapiens), O75030; AID 1259374, 2018; 0.91% of 650,000 active; AlphaScreen MITF homodimerization, bead proximity signal; inhibition, % at 2.6 µM; in the data active = inhibition above about 50%;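 also: 0% = vehicle wells with protein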
Target sequence (O75030 whole entry, looked up): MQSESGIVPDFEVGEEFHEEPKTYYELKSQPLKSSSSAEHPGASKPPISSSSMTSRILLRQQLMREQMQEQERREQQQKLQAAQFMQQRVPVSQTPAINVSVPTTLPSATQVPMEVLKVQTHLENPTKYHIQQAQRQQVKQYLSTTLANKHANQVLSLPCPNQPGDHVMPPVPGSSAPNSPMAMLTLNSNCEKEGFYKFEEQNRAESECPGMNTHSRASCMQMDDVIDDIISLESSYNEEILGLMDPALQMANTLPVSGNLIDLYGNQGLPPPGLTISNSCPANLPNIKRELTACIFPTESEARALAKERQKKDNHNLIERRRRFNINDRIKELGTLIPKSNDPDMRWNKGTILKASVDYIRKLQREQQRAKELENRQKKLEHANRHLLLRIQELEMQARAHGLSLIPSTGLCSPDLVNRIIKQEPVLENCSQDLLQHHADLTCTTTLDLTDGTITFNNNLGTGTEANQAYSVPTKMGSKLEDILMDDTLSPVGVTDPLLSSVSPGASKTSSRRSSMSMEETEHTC
FBW7 act = FBW7 E3 ligase activators, primary screen, biochemical, AlphaScreen, human; AlphaScreen FBW7–phospho-cyclin E peptide binding, activator screen; normalized activity (activation), % at 26.1 µM; 0.13% of 650,000 active; AID 1259310, 2017; in the data active = normalized activity above about 1.9%;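 also: purified mutant Fbw7 with reduced substrate affinity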
TEAD-YAP block = TEAD-YAP interaction inhibition, primary screen, TEAD-YAP interaction inhibitor project, luminescence, HEK-TIYL cells; TEAD-Gal4/YAP UAS-luciferase luminescence; inhibition, % at 9.12 µM; 1.4% of 640,000 active; in the data active = inhibition above about 32%;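 also: 0% = median of test compound wells and 100% = reference inhibitor wells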
* marks the source's active call; other numbers are inactive results; & = joins results of further samples.

Preview, 12 compounds:
Value order: GPR151 activ | MITF primary | FBW7 act | TEAD-YAP block
- CCNC(=O)c1cc2c(=O)n3cc(C)ccc3nc2n(C(C)CC)c1=N (configuration not stated)
  1.1 | -1 | 0.2 | 6
- Cc1ccc(S(=O)(=O)N(CC(O)CN2CCOCC2)c2cccc([N+](=O)[O-])c2)cc1 (configuration not stated)
  -1.8 | 4 | -0.2 | -4
- CCOc1cc(C(=O)Nc2ccccc2CC)ccc1OC
  0.8 | 12 | 0.0 | 10
- CCCNC(=O)c1cc2nc(-c3ccc(F)cc3)cc(C(F)(F)F)n2n1
  -0.3 | -6 | 0.0 | -9
- C[C@]12CCC(=O)C=C1CC[C@@H]1[C@@H]2[C@@H](O)C[C@@]2(C)[C@H]1CCC2(O)C(=O)CO (some centres not stated)
  -0.2&-0.8 | 7&1 | 0.1&-0.1 | -4&-2
- NNC(=O)c1cnc(C(=O)NN)cn1
  0.0 | 15 | 0.1 | 10
- COc1ccc2nc(NCCNC(=S)NCCCN(C)C)c(C#N)cc2c1
  0.1 | 13 | 0.1 | -9
- O=C1CC(NS(=O)(=O)c2cccnc2)CN1c1cccc(F)c1 (configuration not stated)
  -1.4 | -4 | -0.1 | 4
- O=C(Nc1sc2c(c1C(=O)Nc1ccccc1)CCCCC2)c1ccco1
  0.0 | 7 | 0.0 | 3
- N#C/C(=C\c1c(Oc2ccc(Cl)cc2)nc2ccccn2c1=O)C(=O)NC1CCCC1
  -6.3 | 0 | 0.0 | -4
- COc1cccc(CNC(=O)Nc2ccc(-c3ncnc4[nH]ccc34)cc2)c1
  2.2 | 7 | -0.1 | -8
- CCN1CCC(N(Cc2ccco2)C(=O)Nc2ccc(OC)cc2OC)CC1
  0.0 | 13 | -0.1 | 5

Main list, repeating the preview:
Value order: GPR151 activ | MITF primary | FBW7 act | TEAD-YAP block
- CCNC(=O)c1cc2c(=O)n3cc(C)ccc3nc2n(C(C)CC)c1=N (configuration not stated)
  1.1 | -1 | 0.2 | 6
- Cc1ccc(S(=O)(=O)N(CC(O)CN2CCOCC2)c2cccc([N+](=O)[O-])c2)cc1 (configuration not stated)
  -1.8 | 4 | -0.2 | -4
- CCOc1cc(C(=O)Nc2ccccc2CC)ccc1OC
  0.8 | 12 | 0.0 | 10
- CCCNC(=O)c1cc2nc(-c3ccc(F)cc3)cc(C(F)(F)F)n2n1
  -0.3 | -6 | 0.0 | -9
- C[C@]12CCC(=O)C=C1CC[C@@H]1[C@@H]2[C@@H](O)C[C@@]2(C)[C@H]1CCC2(O)C(=O)CO (some centres not stated)
  -0.2&-0.8 | 7&1 | 0.1&-0.1 | -4&-2
- NNC(=O)c1cnc(C(=O)NN)cn1
  0.0 | 15 | 0.1 | 10
- COc1ccc2nc(NCCNC(=S)NCCCN(C)C)c(C#N)cc2c1
  0.1 | 13 | 0.1 | -9
- O=C1CC(NS(=O)(=O)c2cccnc2)CN1c1cccc(F)c1 (configuration not stated)
  -1.4 | -4 | -0.1 | 4
- O=C(Nc1sc2c(c1C(=O)Nc1ccccc1)CCCCC2)c1ccco1
  0.0 | 7 | 0.0 | 3
- N#C/C(=C\c1c(Oc2ccc(Cl)cc2)nc2ccccn2c1=O)C(=O)NC1CCCC1
  -6.3 | 0 | 0.0 | -4
- COc1cccc(CNC(=O)Nc2ccc(-c3ncnc4[nH]ccc34)cc2)c1
  2.2 | 7 | -0.1 | -8
- CCN1CCC(N(Cc2ccco2)C(=O)Nc2ccc(OC)cc2OC)CC1
  0.0 | 13 | -0.1 | 5
- COc1c(C(C)=O)c(=O)[nH]c2ccccc12
  1.4 | 1 | -0.1 | 8
- COc1ccc(O)c(CN2CCc3nnc(CNC(=O)Cc4ccccc4)n3CC2)c1
  0.2 | 2 | 0.2 | -7
- Cc1nnsc1-c1nc2ccccc2[nH]1
  -0.9 | 9 | 0.7 | -2
- CC(C)OCCNC(=O)CC1C(=O)NCCN1Cc1ccc(F)c(F)c1 (configuration not stated)
  -1.2 | -4 | -0.1 | 1
- Oc1ccc(-c2[nH]ncc2-c2ccccc2)c(O)c1
  1.1 | -13 | 0.0 | 2
- O=C(CN1C(=O)C2CCCCC2C1=O)OCC(=O)N1CCc2ccccc21 (configuration not stated)
  -0.9 | -10 | 0.1 | -5
- Cc1cccc2c(C(=O)O)cc(-c3ccncc3)nc12
  0.5 | 10 | -0.3 | 7
- CC(C)C(CC(=O)O)NCc1ccc(Cl)c([N+](=O)[O-])c1 (configuration not stated)
  -0.2 | -6 | 0.0 | 7
- CC(C)(C)n1c(-c2ccc3ncccc3c2)n[nH]c1=S
  -0.5 | -5 | 0.1 | -43
- OCCC1CN(Cc2cnc(-c3ccccc3)s2)CCN1C1CCCCC1 (configuration not stated)
  4.1 | 20 | 0.1 | -2
- COc1ccc(S(=O)(=O)Nc2noc3ccccc23)cc1OC
  0.9 | -5 | 0.1 | -3
- O=C(O)C1(c2ccccc2)CCN(S(=O)(=O)c2ccc(Cl)cc2)CC1
  -0.6 | 18 | 0.0 | 12
- COc1ccc(-c2cn3cc(C(=O)NN)ccc3n2)cc1
  -1.0 | 8 | 0.1 | -35
- CC(C)OC(=O)CSc1nnc(-c2ccccc2Cl)o1
  0.1 | -9 | 0.0 | 3
- CCN(CC)C(=O)C1CCCN(c2cc(NCCN(C(C)C)C(C)C)ncn2)C1 (configuration not stated)
  -0.7 | 0 | -0.1 | 8
- CC1(C2CCN(C(=O)Cc3cc(F)cc(F)c3)CC2)NC(=O)N(Cc2ccncc2)C1=O (configuration not stated)
  -0.2 | 4 | -0.1 | -9
- CCCCNC(=O)CNC(=O)CNC(=O)OCc1ccccc1
  0.7 | 3 | -0.2 | 2
- CC(C(=O)Nc1ccccc1Cl)N1C(=O)c2ccccc2S1(=O)=O (configuration not stated)
  2.7 | 18 | 1.1 | 3
- Cc1ccnc(NC(=O)COC(=O)CN2C(=O)C(=O)c3ccccc32)c1
  -0.1 | 3 | -0.2 | -28
- COc1ccc(C2/C(=C(/O)c3ccccc3)C(=O)C(=O)N2CCN(C)C)cc1OC (configuration not stated)
  0.3 | 6 | 0.0 | -3
- COc1cc(=O)n2c(c1C(=O)N1CCN(C)CC1)CCN(C/C=C/c1ccco1)CC2
  -0.7 | -2 | 0.1 | -2
- CC(C)COCC(O)CCC(=O)NNC(=S)Nc1ccccc1 (configuration not stated)
  6.5* | 2 | -0.3 | -5
- O=[N+]([O-])c1ccc(-c2nc(NC3CCCCC3)c3ccccc3n2)cc1
  0.6 | 1 | -0.1 | -7
- COc1cc(C2NC(=O)NC(C)=C2C(=O)c2ccccc2)cc(Br)c1O (configuration not stated)
  -0.7 | 14 | 0.1 | 5
- CC(C)n1c(N=Nc2c(O)n(C)c(=O)n(C)c2=O)nc2c1c(=O)[nH]c(=O)n2C
  -1.9 | 1 | 0.0 | -4
- O=C(CCN1C(=O)C2CC=C(Cl)CC2C1=O)N1CCCCC1 (configuration not stated)
  2.2 | 0 | 0.0 | 8
- CCOC(=O)CSCC(=O)N(C)CC(=O)Nc1ccc(C)cc1
  0.1 | 31 | 0.9 | 7
- NC(=O)C1CCCN(Cc2c3ccccc3cc3ccccc23)C1 (configuration not stated)
  -0.5 | 19 | 0.7 | 8
- Cc1cc(OCC(=O)O/N=C(\N)c2cccc([N+](=O)[O-])c2)cc(C)c1Br
  0.0 | 9 | 0.1 | 16
- CC1CCN(CC(=O)c2cccs2)CC1
  0.6 | 10 | 0.1 | -15
- Cc1ccccc1/C=C(/C#N)C(=O)Nc1ccc(O)cc1
  -0.7 | 2 | -0.1 | -4
- CC(=O)c1cc2c3c(c1)C1C=CCC1C(c1cccc([N+](=O)[O-])c1)N3CC1CC=CC21 (configuration not stated)
  1.1 | 3 | 0.2 | -2
- COC(=O)c1ccccc1NC(=O)c1cc2nc(-c3ccc(F)cc3)cc(C)n2n1
  0.0 | 9 | 0.2 | -1
- COCCNC(=O)COc1ccc(C)cc1C(C)(C)C
  0.7 | 9 | 0.8 | -5
- CCN(CC)S(=O)(=O)c1ccc(Nc2ccc(-c3ccc4c(c3)OCCO4)nn2)cc1
  1.3 | 11 | 0.6 | -14
- Cc1c(C)n(C(=O)CN2CCC(C(N)=O)CC2)c2ccccc12
  -0.8 | 22 | 0.1 | -1
- CC[n+]1c(C)n(CCCS(=O)(=O)O)c2cc(S(=O)(=O)N(C)C)ccc21
  4.4 | -3 | -0.2 | -7
- CCC(=O)N(Cc1cc2cc(OC)ccc2[nH]c1=O)C(C)(C)C
  -0.5 | -13 | -0.1 | -27
- N#Cc1c[nH]n2c(=O)c3c(nc12)CCC3
  0.2 | 4 | 0.2 | 2
- O=C(O)CCC(=O)NNC(=O)c1ccc([N+](=O)[O-])cc1
  -0.9 | 6 | -0.6 | 3
- COc1ccc(NC(=O)c2ccc3c(=O)n(C4CCCCC4)c(SCc4cccc(Cl)c4)nc3c2)cc1OC
  1.2 | -3 | -0.1 | -7
- CCOC(=O)c1c(-c2ccccc2)csc1NC(=O)CSc1nnc(C)s1
  0.2 | -19 | 0.0 | -3
- CC(=O)c1ccc(NC(=O)CSCc2ccc(Br)cc2)cc1
  -0.9 | -7 | -0.2 | -51
- O=C(OCc1ccccc1Cl)c1ccccc1[N+](=O)[O-]
  0.1 | 6 | 0.0 | 6
- O=[N+]([O-])c1ccc(N2CCN(S(=O)(=O)c3ccc(Cl)cc3)CC2)cc1N1CCCC1
  -1.1 | 4 | -0.4 | 3
- CCS(=O)(=O)N1CCCC(C(=O)NCCN(CC(C)C)CC(C)C)C1 (configuration not stated)
  -1.2 | -6 | -0.3 | 0
- O=c1cc(CN2CCN(c3cccc(Cl)c3)CC2)occ1OCc1ccccc1
  6.8* | -1 | 0.0 | 3
- CCOc1ccc(NC(=O)CSc2nnc(C)n2C2CCCCC2)cc1
  0.2 | -2 | 0.0 | -6

(list continues)
molecule | GPR151 activ | MITF primary | FBW7 act | TEAD-YAP block
COc1ccc(C)cc1NC(=O)c1cc2c(CO)cnc(C)c2oc1=Nc1ccc(F)cc1 | 2.2 | 4 | -0.2 | -2
NC(N)=Nc1nc(CCN2C(=O)c3ccccc3C2=O)cs1 | 2.0 | -7 | 0.1 | 0
O=C(NC(Cc1ccccc1)C(=O)O)/C(=C/c1ccc(Cl)cc1)NC(=O)c1ccccc1 (configuration not stated) | 2.8 | 0 | 0.5 | -3
O=[N+]([O-])c1ccc(/C=N/NC(=S)Nc2ccccc2)o1 | 0.7 | 4 | 0.1 | 13
Cc1[nH]c2ccc(-c3nnc(SCCC#N)n3-c3ccccc3)cc2c1C | 0.0 | 16 | 0.0 | -21
CCC(=O)Nc1cccc2ncccc12 | 1.7 | -2 | 0.2 | 14
COC(=O)c1ccc(NC(=O)CC2C(=O)N(C)C(=S)N2CCc2ccc(OC)c(OC)c2)cc1 (configuration not stated) | -0.7 | 2 | 0.0 | 3
O=C(C1CCN(S(=O)(=O)c2ccc(F)cc2)CC1)N1CCc2ccccc2C1 | -0.4 | -1 | -0.2 | -15
O=C(N/N=C/c1cc(Cl)ccc1O)c1ccccc1[N+](=O)[O-] | 0.6 | 22 | -0.6 | 10
CC/C(C)=N/NC(=O)c1c(O)c2ccccc2[nH]c1=O | -0.3 | 2 | 0.0 | -11
COc1cc(S(=O)(=O)n2ccnc2C)ccc1Cl | -0.5 | 6 | 0.0 | -3
CCc1nc2nonc2c2nc3ccccc3n12 | -0.4 | 5 | -0.1 | -7
COc1ccccc1CN1CCc2nnc(C(C)NC(=O)c3ccco3)n2CC1 (configuration not stated) | -0.4 | 4 | 0.5 | -4
CCCCCCN1C(=O)C(O)=C(C(C)=O)C1c1cccc([N+](=O)[O-])c1 (configuration not stated) | -0.9 | 5 | 0.3 | 3
O=C(CN1C(=O)CCC1=O)Nc1nc(-c2ccc(F)cc2)cs1 | 0.5 | -1 | 0.2 | 1
CC(=O)Nc1nc(SCC(=O)N2CCCCCC2)[nH]c(=O)c1NC(=O)c1cccs1 | -2.6 | -4 | -0.1 | -3
COc1ccc(S(=O)(=O)CCC(=O)Nc2cccc3c2CCCC3)cc1 | 0.0 | 7 | 0.0 | 18
COC(=O)c1cc2oc3ccccc3c2n1Cc1cc(=O)n2ccccc2n1 | 0.6 | 1 | 0.0 | -7
O=C(O)CCC(=O)Nc1cc(Cl)cc(Cl)c1 | 1.6 | 8 | 0.0 | -4
COc1ccccc1NCC(O)Cn1c2ccc(Br)cc2c2cc(Br)ccc21 (configuration not stated) | 1.4 | -9 | -0.1 | -18
CCOC(=O)C1(Cc2cccc(OC)c2)CCN(Cc2c(C)nn(CC)c2C)CC1 | 2.4 | -9 | 0.0 | 18
COc1ccc(CC(=O)Nc2cccc(C(=O)NN3C(=O)c4ccccc4C3=O)c2C)cc1 | -0.5 | -14 | -0.1 | 10
COCC(C)NCc1cc(=O)oc2cc(C)c(C(C)C)cc12 (configuration not stated) | -0.9 | 14 | 0.3 | 1
COc1ccccc1C(=O)CSc1nnc(NCc2ccccc2)s1 | 0.1 | 1 | 0.2 | -8
COCCNC(=O)CN(C(=O)CCC(=O)Nc1ccccn1)c1ccc2c(c1)OCO2 | -0.8 | 8 | 0.4 | -5
N#Cc1ccc(NC(=O)COC(=O)c2ccc(S(=O)(=O)NCc3ccco3)cc2)cc1 | 1.2 | 13 | 0.4 | 9
Cc1cc(C)c(S(=O)(=O)NC(N)=NCCc2ccccc2)cc1C | 0.2 | 9 | 0.1 | 0
N#CC1=C(SCc2ccccc2)NC(=O)C(C#N)C12CCCCC2 (configuration not stated) | 1.3 | 10 | 0.0 | 5
CC(CC(C)C(=O)c1ccccc1)C(=O)c1ccccc1 (configuration not stated) | -0.3 | -13 | -0.1 | 4
O=C(NCc1ccccc1Cl)C1CCCN(C(=O)N2CCOc3ccccc32)C1 (configuration not stated) | 4.5 | 15 | 0.0 | 12

High-throughput results deposited in PubChem BioAssay by The Scripps Research Institute Molecular Screening Center.
